Bioassay records as filed in PubChem BioAssay.
Myeloid diff MLP = myeloid differentiation induction; ER-HoxA9 myeloid progenitors, lysozyme-GFP differentiation, flow cytometry; calls only at 10 µM; 1% of 360,000 active; AID 624256;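 active = normalized GFP-positive differentiation at or above the plate's own cutoff, the solvent-only control mean plus 3 SD; inconclusive = no clear call, values can overlap the other calls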;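 note: cells exposed to compound for four days before flow analysis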
UTI89 phage lysis = protection from phage-mediated lysis, alamar blue read-out – E. coli UTI89, K1F phage, bacterial capsule biogenesis inhibitors (AID 488966); E. coli UTI89 K1F phage lysis, alamar blue, 2 h; higher % means a stronger effect; inhibition, % at 100 µM, or IC50 in µM where a hit was titrated; 0.02% of 340,000 active;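 active = phage lysis inhibition, versus mean bacterial control, above a set limit; inconclusive = no clear call, values can overlap the other calls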;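 note: capsule biogenesis inhibitors block K1F phage lysis so surviving cells raise fluorescence; higher fluorescence means more inhibition of phage lysis; actives were called in the ten point dose series up to 300 µM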
Myeloid diff MLP GFP+ MAC1+ % = second read-out of Myeloid diff MLP, no call of its own (marks repeat the call); GFP+ MAC1+ double positive, %; measured here: differentiation confirmed by MAC1 staining
Numbers without * were called inactive; i = inactive; ? = inconclusive; . = not tested or not shown; [ ] = another dose, or the depositor's remark. The list is partial; the hit share may differ from the screen's.

Compound | Myeloid diff MLP | Myeloid diff MLP GFP+ MAC1+ % | UTI89 phage lysis
Cc1ccn2c(=O)nc(SCC(=O)N3CCN(c4ccccc4)CC3)nc2c1 | i | 1.5 | 1.4%[50 µM]
O=C(COC(=O)c1ccccc1Cl)Nc1cccnc1Cl | i | 0.5 | 1.7%[50 µM]
COc1ccc(CCNC(=O)c2ccc(OC)c(OC)c2)cc1OC | i | 0.6 | 0.1%
CC(C)CNC(=O)CSc1ccc(S(=O)(=O)N(C)C2CCCCC2)cn1 | i | 0.6 | 1.4%[50 µM]
O=C(O)CSCC(=O)N1CCN(c2ncnc3scc(-c4ccccc4)c23)CC1 | i | 0.9 | 0.2%
C#CCOCCOCCOCCNc1nc(N2CCN(C(=O)Cn3cc(CC(C)O)nn3)CC2)nc(N2CCN(C(=O)[C@H](CCCCN)n3cc(CCCC)nn3)CC2)n1 (stereo partly specified) | i | 1.8 | -0.4%
Oc1ccccc1C1SC(c2ccccc2O)SC(c2ccccc2O)S1 (stereo unspecified) | i | 0.9 | -4.1%
O=C1CC2(CCN(C(=O)COc3ccccc3)CC2)Oc2ccccc21 | i | 0.2 | -1.1%
NC(=O)C1CCCN(C(=O)c2ccc(NC(=O)c3cccs3)cc2)C1 (stereo unspecified) | i | 0.6 | 2.5%
Cc1ccc(CN2CC(C(=O)Nc3ccccc3N3CCCC3)CC2=O)cc1 (stereo unspecified) | i | 1.1 | 0.6%[50 µM]
O[Si](CCCN1CCCCC1)(c1ccc(F)cc1)C1CCCCC1 (stereo unspecified) | i | 7.9 | 7.0%
COc1ccc(S(=O)(=O)N2CCN(C(=O)[C@@H]3CCCN3C(=O)c3cccs3)CC2)cc1 | i | 0.9 | 0.4%[50 µM]
C[C@@H]1CN([C@H](C)CO)C(=O)c2cc(NC(=O)Nc3ccc(C(F)(F)F)cc3)ccc2O[C@H]1CN(C)S(=O)(=O)c1ccc(Cl)cc1 | i | 0.5 | 0.3%
CCCCCN(C(=O)COC(=O)Cc1c(C)nc2ccccc2c1C)c1c(N)n(CCCC)c(=O)[nH]c1=O | i | 0.7 | 1.0%[50 µM]
COc1ccc(S(=O)(=O)N2c3ccccc3OCC2CC(=O)O)cc1 (stereo unspecified) | i | 0.3 | 0.2%
Cc1cccc(C(=O)Nc2scc(-c3ccc(Br)cc3)c2C(=O)O)c1 | i | 1.1 | -0.1%
COc1cccc(/C=C/C(=O)OCC(=O)NCCNC(=O)COC(=O)/C=C/c2cccc(OC)c2)c1 | i | 0.5 | 0.3%[50 µM]
COc1cc2cc(CCOC(=O)CCCC(=O)O)oc(=O)c2cc1OC | i | 1.1 | -0.9%
CC(=O)c1cccc(NC(=O)CN2CCc3cc4c(cc3C2)OCCCO4)c1 | i | 2.6 | 6.5%
COc1ccc(C2(C)NC(=O)N(CC(=O)c3cc(C)n(C4CC4)c3C)C2=O)cc1OC (stereo unspecified) | i | 1.4 | 1.2%[50 µM]
O=C(Nc1ccc(F)cc1F)c1cc(Cl)sc1Cl | i | 0.8 | 0.0%
O=C(CSc1ccccc1F)NNC(=O)c1cncc(Br)c1 | i | 1.5 | 0.8%[50 µM]
COc1ccc(CCNS(=O)(=O)CCNC(=O)c2ccccc2)cc1 | i | 1.4 | 0.9%[50 µM]
CN(C)CCCNC(=O)C[C@H]1C[C@H](C(=O)N2CCOCC2)[C@@]2(C)c3[nH]c4cc(CCC(=O)N(C)C)ccc4c3CCN2C1=O | i | 0.1 | 0.2%
Cc1ccc(NC(=O)c2cc(S(=O)(=O)N3CCCCC3)ccc2N2CCOCC2)cc1S(=O)(=O)N(C)C | i | 0.6 | 0.2%
CC(=O)NN(O)C1N(C)C(=O)N(Cc2ccccc2)C1(C)C (stereo unspecified) | i | 0.5 | -0.4%
COc1ccc(C(=O)COC(=O)[C@@H](NS(=O)(=O)c2ccccc2)C(C)C)cc1 | i | 1.2 | -0.7%
CCOC(=O)[C@@H]1[C@H]2COc3cc(OC)ccc3[C@@H]2N2C(=O)N(c3ccccc3)C(=O)[C@@]12C | i | 1.4 | 3.9%
CCOCCCNC(=O)CN1CCN(S(=O)(=O)c2ccc3c(c2)CCC3)CC1 | i | 0.5 | 0.4%[50 µM]
COc1ccc(Cl)cc1C=CC=NNS(=O)(=O)c1ccc(C)cc1 | i | 2.1 | 1.1%

Quoted at random: three records from the list, in no set order.
Compound | Myeloid diff MLP | Myeloid diff MLP GFP+ MAC1+ % | UTI89 phage lysis
COc1ccc(S(=O)(=O)N2c3ccccc3OCC2CC(=O)O)cc1 (stereo unspecified) | i | 0.3 | 0.2%
Oc1ccccc1C1SC(c2ccccc2O)SC(c2ccccc2O)S1 (stereo unspecified) | i | 0.9 | -4.1%
COc1cc2cc(CCOC(=O)CCCC(=O)O)oc(=O)c2cc1OC | i | 1.1 | -0.9%

Structures above that have an NH in an aromatic ring:
Compound | Myeloid diff MLP | Myeloid diff MLP GFP+ MAC1+ % | UTI89 phage lysis
CCCCCN(C(=O)COC(=O)Cc1c(C)nc2ccccc2c1C)c1c(N)n(CCCC)c(=O)[nH]c1=O | i | 0.7 | 1.0%[50 µM]
CN(C)CCCNC(=O)C[C@H]1C[C@H](C(=O)N2CCOCC2)[C@@]2(C)c3[nH]c4cc(CCC(=O)N(C)C)ccc4c3CCN2C1=O | i | 0.1 | 0.2%

(further entries)
Compound | Myeloid diff MLP | Myeloid diff MLP GFP+ MAC1+ % | UTI89 phage lysis
CCCCn1c(N)c(N(CCOC)C(=O)c2cc(S(=O)(=O)N3CCCCC3)ccc2C)c(=O)[nH]c1=O | i | 0.7 | 0.8%[50 µM]
COc1ccc(Br)cc1/C=C/C(=O)OCC(=O)NCCc1ccc(S(N)(=O)=O)cc1 | i | 0.8 | 1.0%
O=C(COC(=O)c1cccs1)Nc1cccc(Cl)c1 | i | 1.7 | 1.4%[50 µM]
COc1cc(/C=C/C(=O)OCC(=O)Nc2cc(C)on2)ccc1OCC#N | i | 0.4 | 0.5%[50 µM]
COc1ccc(/C=C/C(=O)OCC(=O)NC2CCCCC2C)c(OC)c1 (stereo unspecified) | i | 0.4 | 1.2%[50 µM]
C[C@@H]1C(c2ccc(F)cc2)=NN(c2ccccc2)[C@H]1C(=O)N1CCOC1=O | i | 4.3 | 0.3%
O=C(O)c1cccc(COc2cccc3ccccc23)c1 | i | 0.1 | 0.8%
CN(C(=O)c1cccc(NC(=O)Cc2ccc([N+](=O)[O-])cc2)c1)C1CCCCC1 | i | 2.8 | -1.0%
COc1ccc(CCC(=O)NCC(c2ccco2)N2CCc3ccccc32)cc1 (stereo unspecified) | i | 0.9 | -0.4%[50 µM]
O=C1c2ccc(-c3ccc(F)cc3OCc3ccccc3)cc2S(=O)(=O)c2cccc(C(=O)N3CCN(c4ncc(Br)cn4)CC3)c21 | i | 2.9 | -3.2%
O=C(CN1c2cccc3cccc(c23)S1(=O)=O)N1CCN(c2ccc(F)cc2)CC1 | i | 0.1 | 0.2%[50 µM]
C[C@H](CO)N1C[C@H](C)[C@@H](CN(C)C(=O)Nc2ccc(C(F)(F)F)cc2)Oc2ccc(NC(=O)CCC(F)(F)F)cc2C1=O | i | 0.7 | 6.5%
COc1ccccc1S(=O)(=O)Cc1ccc(C(=O)NCC(OC)OC)o1 | i | 0.5 | -0.1%
Cc1ccccc1C(=O)NC(=S)N(Cc1ccccc1)c1ccccn1 | i | 0.2 | 0.4%[50 µM]
O=C(COC(=O)Cc1c(F)cccc1Cl)Nc1nnc(-c2ccccc2)o1 | i | 0.1 | 1.5%[50 µM]
CCN(CC)C(=O)c1sc2nc(-c3ccccn3)[nH]c(=O)c2c1C | i | 0.1 | 0.3%
Cc1c(C(=O)N2CCN(c3ccc([N+](=O)[O-])cc3)CC2)oc2ccccc12 | i | 0.9 | 0.5%[50 µM]
CCCCNc1ccc2c(c1)C1CC2CCN1C(=O)OCc1ccccc1 (stereo unspecified) | i | 0.2 | 0.1%
Cc1sc(NC(=O)C2CSC3(C)CCC(=O)N23)nc1-c1ccccc1 (stereo unspecified) | i | 0.8 | 0.7%[50 µM]
CN(C)CCCCCCCCCCC(=O)/C=N/O | i | 0.4 | 0.3%
O=C(CSc1nc2ccccc2c(=O)n1CCCN1CCOCC1)NCCc1ccccc1 | i | 0.0 | 0.4%[50 µM]
O=C(NN=Cc1ccccc1Cl)c1cccc2ccccc12 | i | 0.9 | 1.0%
Cc1cc(C)n2nc(N)nc2n1 | ? | . | 0.4%
CC1(C)Oc2ccc3ccc(=O)oc3c2[C@@H](O)[C@H]1O | i | 0.7 | 1.9%
CC(C)CCNC(=O)c1ccccc1SCC(=O)NC1CCCCCCC1 | i | 0.8 | -0.5%[50 µM]
OCC[C@H]1C[C@H](O)[C@@H](O)[C@]2(CCc3ccccc3CO2)O1 | i | 0.7 | 0.2%
CCOc1ccc(S(=O)(=O)NCCC(=O)NCC2CCCO2)cc1 (stereo unspecified) | i | 0.8 | 0.9%[50 µM]
COc1ccc(CCNC(=O)COC(=O)c2sc(C)nc2C)cc1 | i | 0.6 | 0.3%[50 µM]
COc1ccc(CN2CCN(S(=O)(=O)c3ccc(C)cc3)CC2)cc1OC | i | 0.5 | -0.5%
Cc1ccsc1C(=O)NNC(=O)CCN1CCN(c2ccccc2)CC1 | i | 0.6 | 0.1%[50 µM]
O=C(NC1CCCCC1)NS(=O)(=O)c1ccc2c(c1)CCC2 | i | 1.5 | 1.2%
CC1CCC(NC(=O)c2ccc(NC(=O)CC3SC(N4CCCC4)=NC3=O)cc2)CC1 (stereo unspecified) | i | 0.6 | 0.7%[50 µM]
Cc1ccccc1CN(C)c1ccc(S(=O)(=O)N2CCN(C)CC2)cn1 | i | 1.1 | 0.1%[50 µM]
O=C(O)c1cc(N/C(=N\S(=O)(=O)c2ccc(F)cc2)c2ccccc2)ccc1O | i | 0.3 | 0.3%[50 µM]
O=C(O)C(CCc1ccccc1)N1C(=O)c2ccccc2C1=O (stereo unspecified) | i | 1.2 | 2.3%
O=C(NCCN1CCN(c2cccc(Cl)c2)CC1)c1cccn2c(=O)c3ccccc3nc12 | i | 1.0 | 0.2%
O=C(COC(=O)Cn1cnc2ccccc21)Nc1ccccc1C(F)(F)F | i | 0.5 | -0.1%[50 µM]
Cc1cc(Br)ccc1NC(=O)CN(C)Cc1cccs1 | i | 2.1 | 0.2%
Cc1[nH]ccc(=O)c1Cc1c(Cl)cccc1Cl | i | 0.7 | 0.1%
O=C(CCC(=O)NNC(=O)c1ccc(Cl)cc1Cl)NCc1ccccc1 | i | 0.9 | 0.1%[50 µM]
CCOc1ccc(/C=N/NC(=O)Cc2ccccc2)cc1CN1CC2CC(C1)c1cccc(=O)n1C2 (stereo unspecified) | i | 2.6 | 2.9%
COc1ccccc1C1CCN(Cc2ccc(C)cc2)CC1 | i | 0.1 | 0.1%
CCCCCCSc1cc(-c2nc3cnccn3c2NCCCC)ccc1OC | i | 0.8 | -0.2%
Cc1ccnc(NC(=O)c2ccc(S(=O)(=O)N3CCCCC3)cc2)c1 | i | 0.2 | 0.4%[50 µM]
NCC(O)c1ccc(O)c(O)c1 (stereo unspecified) | i | 1.7 | 2.1%
O=C(OCc1ccccc1)/C(=C(\O)c1ccccc1Br)c1ccc(-c2ccccc2)cn1 | i | 2.9 | 0.7%
COc1ccccc1NC(=O)C1=C(C)Nc2nc(-c3cccnc3)nn2C1c1ccccn1 (stereo unspecified) | i | 0.2 | 0.1%
Cc1cn2c(=O)c(C(=O)N3CCN(c4ccccc4Cl)CC3)cnc2s1 | i | 0.3 | 1.0%[50 µM]
CCOC(=O)c1ccc(OC(=O)CCCCCN=C(N)N)cc1 | i | 1.7 | 4.9%
COc1ccc(CNC(=O)CN2C(=O)NC3(CCCc4sccc43)C2=O)cc1 (stereo unspecified) | i | 0.6 | 1.8%[50 µM]
Cc1ccc(CN(C)c2ccc(S(=O)(=O)N3CCCC3)cn2)cc1 | i | 0.2 | -0.1%
Cc1c(Cl)c(=O)oc2cc(OCC(=O)N3CCCC(C)C3)ccc12 (stereo unspecified) | i | 0.6 | 1.3%[50 µM]
O=C(CN1C(=O)C(=O)N(CCC2=CCCCC2)C1=O)c1c[nH]c2ccccc12 | i | 0.4 | 0.3%[50 µM]
COc1ccc(CCNC(=O)c2cnc(Cl)c(Cl)c2)cc1 | i | 0.7 | 0.2%
CCc1ccccc1-n1ncc(C(=O)Nc2ccccc2OC)c1C | i | 0.3 | 0.0%
O=C(CCC1CCCCC1)NCCS(=O)(=O)N1CCN(c2ccc(F)cc2)CC1 | i | 1.0 | 0.1%[50 µM]
Cc1ccc(-n2cnn(-c3ccc([N+](=O)[O-])cc3[N+](=O)[O-])c2=O)cc1 | i | 1.2 | 0.1%
CC(C)CC(CO)N1CCN(C(=O)c2ccc(Cl)c(Cl)c2)CCC1=O (stereo unspecified) | i | 1.8 | 0.7%
CC(=O)OC1C([N+]2(C)CCCCC2)C[C@H]2C3CC[C@H]4C[C@H](OC(C)=O)C([N+]5(C)CCCCC5)CC4(C)[C@H]3CCC12C (stereo partly specified) | i | 2.2 | 5.5%
